Screens as filed in PubChem BioAssay.
proCasp3 act = activators of human procaspase-3. recombinant procaspase-3 D3A, Ac-DEVD-pNA absorbance 405 nm. activation, % at 8.5 µM. actives 0.11% (n = 330,000);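 active = activation above the mean of all tested compounds plus 3 SD, cut at about 21% in these data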;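 also: 0% = DMSO alone and 100% = DMSO wells spiked with extra 5 µM PC-3 D3A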
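Evaluation: percent activation relative to control range; Material: Procaspase-3 D3A mutant, all three cleavage aspartates alanine; Compound: single dose, 8.5 µM nominal compound, 0.8% DMSO; Replication: one well per compound; Signal: absorbance at 405 nm, 0 and 120 min; Schedule: 1 h preincubation plus 2 h reaction at 25 °C.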
PP1 counter = blocks human PP1-alpha phosphatase, a PP5 counter-screen. purified PP1alpha, OMFP fluorescence. AID 2235. actives 0.9% (n = 320,000). P62136. inhibition, % at 6.7 µM;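 active = inhibition above the mean inhibition of all tested compounds plus 3 SD, computed separately for each screening campaign, cut at about 15% in these data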
Target sequence (P62136 whole entry, looked up): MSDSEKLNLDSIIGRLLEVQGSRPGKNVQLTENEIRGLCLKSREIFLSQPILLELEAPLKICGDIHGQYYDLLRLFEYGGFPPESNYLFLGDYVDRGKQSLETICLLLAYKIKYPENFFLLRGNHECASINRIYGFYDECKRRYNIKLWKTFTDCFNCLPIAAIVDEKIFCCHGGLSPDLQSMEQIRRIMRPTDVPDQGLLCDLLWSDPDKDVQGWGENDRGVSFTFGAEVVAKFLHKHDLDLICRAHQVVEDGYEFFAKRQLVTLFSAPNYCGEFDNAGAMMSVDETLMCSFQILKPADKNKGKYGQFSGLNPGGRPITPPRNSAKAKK
GASC-1 inh = blocks human GASC-1 demethylase activity | inhibition, % at 2.35 µM | GST-JMJD2C(1-420) H3K9me3 demethylation, DELFIA europium | actives 0.069% (n = 330,000) | Q9H3R0;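 active = more than half of a compound's replicate wells show inhibition beyond 50%, single wells judged on their own value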;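 also: signal counts dimethyl H3K9 product captured on neutravidin plate; 0% = median of DMSO wells and 100% = 0.3 times that DMSO median; strong numbers were not always called active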
Target sequence (Q9H3R0 1-420 limits assumed): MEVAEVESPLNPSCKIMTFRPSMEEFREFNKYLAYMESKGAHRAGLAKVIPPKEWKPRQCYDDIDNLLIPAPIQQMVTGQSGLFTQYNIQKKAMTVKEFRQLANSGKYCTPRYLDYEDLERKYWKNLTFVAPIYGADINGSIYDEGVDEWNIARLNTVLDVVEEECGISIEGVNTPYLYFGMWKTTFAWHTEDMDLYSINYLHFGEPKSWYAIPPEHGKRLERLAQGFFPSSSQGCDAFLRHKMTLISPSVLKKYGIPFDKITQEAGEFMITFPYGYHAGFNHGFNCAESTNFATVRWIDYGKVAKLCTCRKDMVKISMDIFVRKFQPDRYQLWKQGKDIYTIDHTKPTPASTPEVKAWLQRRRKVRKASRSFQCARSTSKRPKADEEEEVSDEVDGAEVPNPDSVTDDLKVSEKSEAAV
procasp7 counter = counter-screen for procaspase-3 activators: activators of human procaspase-7; P55210; recombinant procaspase-7, Ac-DEVD-pNA absorbance 405 nm; D23A/D198A/D206A triple mutant, cannot self-cleave; scale: DMSO 0, 5 µM enzyme 100; activation, % at 8.5 µM; actives 0.093% (n = 330,000); AID 463210;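 active = percent activation above the screen-wide mean plus 3 SD, cut at about 25% in these data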
Target sequence (P55210 whole entry D23A/D198A/D206A): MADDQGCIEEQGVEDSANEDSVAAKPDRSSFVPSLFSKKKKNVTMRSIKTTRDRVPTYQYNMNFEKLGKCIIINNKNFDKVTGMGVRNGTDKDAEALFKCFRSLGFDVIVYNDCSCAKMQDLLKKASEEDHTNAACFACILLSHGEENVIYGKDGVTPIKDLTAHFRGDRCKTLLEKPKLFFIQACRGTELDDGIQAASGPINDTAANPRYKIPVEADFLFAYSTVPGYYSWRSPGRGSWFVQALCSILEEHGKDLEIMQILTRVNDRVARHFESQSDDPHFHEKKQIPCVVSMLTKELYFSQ
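signal = Epi-absorbance of released pNA at 405 nm, two timepoints | assay system = Uncleavable procaspase-7 mutant enzyme | reagent = Ac-DEVD-pNA substrate, 400 µM as added | times = 1 h enzyme–compound preincubation and 2 h substrate reaction, both 25 °C | benchmarks = low DMSO alone, high DMSO plus 5 µM PC-7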
PP5 inh = inhibitors of human protein phosphatase 5 (PP5). purified PP5c, OMFP substrate fluorescence. inhibition, % at 6.7 µM. actives 0.18% (n = 320,000);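 active = inhibition above the campaign's mean inhibition across all tested compounds plus 3 SD, cut at about 9.5% in these data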;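 also: 0% = DMSO only and 100% = 100 µM cantharidin control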
TPT1 inhibitor = C. albicans TPT1 enzyme inhibition; recombinant caTPT1, FP RNA substrate dephosphorylation; inhibition, % at 5 µM; actives 0.81% (n = 300,000); AID 1962;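 active = inhibition above the mean of all tested compounds plus 3 SD, set per screening campaign, cut at about 24% in these data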;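 also: plate controls were DMSO alone for no effect and ferristatin control at 100 nM for full effect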
Fh CTSL1 inh = cathepsin L1 inhibition, PFM18AAP counter-screen. recombinant F. hepatica cathepsin L1, Z-Leu-Arg-MCA fluorescence. inhibition, % at 5.96 µM. actives 0.49% (n = 300,000);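 active = inhibition above the mean of all tested compounds plus 3 SD, set per screening campaign, cut at about 17% in these data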;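 also: 0% = plate median of test compound wells and 100% = 1 µM Z-Phe-Ala-diazomethylketone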
Efflux pump mplx = antifungal efflux pump inhibition, Nile Red retention. S. cerevisiae Candida pump triplex. inhibition, % at 10 µM. actives 0.44% (n = 330,000);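 active = plate passing quality check with inhibition over a set limit, or well fluorescence over plate mean plus 4 SD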;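 also: Nile Red retained in pooled yeast measured as flow cytometry median fluorescence; 0% = buffer negative control and 100% = Enniatin B positive control; higher means more Nile Red kept so more efflux inhibition; some compounds called inactive have numbers as strong as hits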
HCV core dimer = HCV core protein dimerization inhibition; TR-FRET GST/Flag-core106 dimerization, 1536-well; inhibition, % at 5 µM; actives 0.33% (n = 300,000); AID 1899;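 active = inhibition above the mean of all tested compounds plus 3 SD, set per screening campaign, cut at about 45% in these data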
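Assay system: GST-tagged and Flag-tagged HCV core protein residues 1-106 / Times: compound-protein-antibody incubation 4 h at 22.5 °C / Signal: time-resolved FRET, ex 340 nm, em 617 and 671 nm / Evaluation: % inhibition based on acceptor/donor emission ratio / Benchmarks: wells lacking GST-core106 and wells with excess unlabelled core106 / Repeats: singlicate, one well per compound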
An asterisk follows results filed as active; · = no result given; & = joins results of further samples.

The first 2 compounds as a preview:
SMILES	proCasp3 act	PP1 counter	GASC-1 inh	procasp7 counter	PP5 inh	TPT1 inhibitor	Fh CTSL1 inh	Efflux pump mplx	HCV core dimer
O=C(c1cc(-c2ccccc2)on1)N1CCCc2ccccc21	-10	-4	-3	-1	1.9	-2	0	0.1	13
Cc1ccc(S(=O)(=O)Oc2ccccc2/C=N/NC(N)=S)cc1	-11	1	-1	-8	5.0	0	15	0.0	1

Results (from the top)
SMILES	proCasp3 act	PP1 counter	GASC-1 inh	procasp7 counter	PP5 inh	TPT1 inhibitor	Fh CTSL1 inh	Efflux pump mplx	HCV core dimer
O=C(c1cc(-c2ccccc2)on1)N1CCCc2ccccc21	-10	-4	-3	-1	1.9	-2	0	0.1	13
Cc1ccc(S(=O)(=O)Oc2ccccc2/C=N/NC(N)=S)cc1	-11	1	-1	-8	5.0	0	15	0.0	1
CC1CCCN(CCCOc2ccc(Br)cc2Cl)C1 (stereo not given)	-12	-3	17	-1	2.2	-2	2	0.0	-2
CC(C)CSc1nc2ccccc2c(=O)[nH]1	10	-3	5	1	-0.1	-1	7	0.1	-9
CCCc1cc(C(=O)Nc2cccc(Cl)c2C)no1	-7	2	-7	-5	-0.2	2	-3	-0.2	-4
Cc1ccc(NS(=O)(=O)c2ccc(C(=O)NC3CCN(Cc4ccccc4)CC3)cc2)cc1	5	·	4	6	·	·	·	-0.2	·
O=C(/C=C/c1cccc([N+](=O)[O-])c1)NCc1ccc2c(c1)OCO2	7	-2	0	12	0.6	-1	-3	-0.1	-1
C=CCn1c(SCC(=O)N(C)C2CCCCC2)nnc1C1CC1	9	·	4	5	·	·	·	-0.2	·
CCn1nnc(NC(=O)c2ccc(-c3ccccc3[N+](=O)[O-])o2)n1	3	0	-2	7	0.7	-2	2	0.0	2
CN1CCN(c2ccc(NC(=O)c3ccc(Oc4ccccc4)cc3)cc2)CC1	5	2	18	-8	2.3	-2	1	0.1	-1
CCOC(=O)C1=C(c2ccccc2)Nc2c(c(=O)n(C)c(=O)n2C)C1c1ccc(O)c(OC)c1 (stereo not given)	-3	2	-28	13	0.7	-3	-1	0.0	-3
COCCNC(=O)[C@@]1(C)C=C[C@@H](Cc2ccccc2)N1C(=O)c1ccccc1	1	1	-30	1	-0.8	-2	0	0.0	3
CCOCCCNS(=O)(=O)c1ccc(Br)cc1	9	2	14	14	2.4	0	-4	-0.1	-3
Cc1ccc(NC(=S)Nc2ncccc2C)c(C)c1	1	-1	9	-2	4.0	0	-1	0.1	-5
CN(C)/C=C/C(=O)c1ccc(OCCN(C)c2ccccn2)cc1	-7	10	-12	11	-0.2	14	-9	-0.1	14
CC1CN(C)C(C)C/C1=N/Oc1ccccc1[N+](=O)[O-] (stereo not given)	9	-1	0	-3	-0.2	-1	6	0.0	-5
Cc1c(C2Nc3ccccc3C(=O)N2O)cnn1C (stereo not given)	8	-2	-5	6	1.8	2	-2	-0.1	-2
Cc1cccc(/C(N)=N/OC(=O)c2ccc(Cl)cc2Cl)c1	-3	-3	8	1	-1.3	-1	5	-0.1	7
C=CCn1c(N)c(C(=O)Nc2cccc(C)c2)c2nc3ccccc3nc21	-23	3	2	-14	4.6	-3	0	-0.2	-8
O=C(OCc1c(-c2ccccc2)ncc2ccccc12)N1CCOCC1	-2	-2	1	7	-1.5	·	·	-0.3	·
COC(=O)c1nccc2c1[nH]c1ccccc12	9	-4	·	9	-3.8	1	0	-0.2	1
Cc1cnc(NC(=O)C(C)N2C(=O)C3CC=CCC3C2=O)s1 (stereo not given)	4	1	7	1	-1.0	-1	-1	0.1	-2
O=C(CCCc1nc2ccccc2s1)N1CCN(c2ccccc2F)CC1	-2	1	-2	8	2.3	-3	-2	0.1	11
CCCC(=O)Nc1ccc2c(c1)nc(CN1CCCC1)n2C	-1	0	1	2	4.1	-3	-6	0.0	-5
Cc1occc1C(=O)N/N=C/C(Br)=C/c1ccccc1	-3	1	-17	-7	-5.5	-4	-1	0.7	-9
Cc1cc(C(=O)COC(=O)COc2ccccc2C#N)c(C)n1CC1CCCO1 (stereo not given)	-5	2	5	6	0.3	·	·	0.0	·
CCOC(=O)C1=C(Nc2ccc(Cl)cc2)OCC1=O	2	0	8	3	1.4	0	-6	-0.1	-1
O=C1c2ccccc2C2=Nc3ccccc3SC(c3ccccc3F)C12 (stereo not given)	2	0	-4	7	3.7	-2	1	-0.1	2
N=C(N)SCc1ncccc1O	-1	-2	-3	-4	-0.2	-1	-1	0.1	0
Cc1c(Cl)ccc2c(C(=O)NCCN3CCCCC3)cc(-c3ccccn3)nc12	4	1	4	2	2.8	-1	3	-0.1	-2
Cc1csc2ncc(C(=O)NC(C)c3ccccc3)c(=O)n12 (stereo not given)	7	-2	-1	5	-1.9	-3	1	-0.2	-5
CC(c1ccccc1)N1C(=O)NC(NC(=O)c2cccnc2)(C(F)(F)F)C1=O (stereo not given)	1	-5	-4	6	-0.6	-2	1	0.0	6
CCOC(=O)c1cc(-c2ccccc2)nn1-c1ccccn1	1	-9	2	12	0.8	3	-2	-0.3	-2
CCN(CC)C(=O)CN1C(=O)COCC1=O	-4	-2	11	-8	-1.3	3	4	0.0	-3
CCOc1ccccc1CN1CCCC(C(=O)Nc2cccc(-n3cccn3)c2)C1 (stereo not given)	-4	-1	-8	4	3.1	-2	7	-0.2	-7
CCn1c(SCC(=O)Nc2ccc(N3CCOCC3)cc2)nnc1C1CC1	0	-2	0	-12	3.2	·	·	0.0	·
CCc1cc2c(SCC(=O)Nc3ncc(Cl)c(C)c3Cl)ncnc2s1	-10	-3	1	0	-1.1	4	-2	0.1	24
CCOc1ccc(CNC(=O)CCCC(=O)n2nc(C)c3ccccc32)cc1	0	-7	20	-6	1.5	-5	6	0.1	2
COc1ccccc1CCC(=O)Nc1ccc(S(=O)(=O)Nc2nccs2)cc1	8	-3	-2	-1	0.2	-2	0	-0.1	1
Nc1nc2ccc(C(=O)N3CCCCC3)cc2s1	-5	4	16	-8	-6.7	-9	4	0.0	2
Cc1nc(C(=O)NNC(=O)c2ccccc2)c(C(F)(F)F)o1	-6	-5	-1	3	-1.4	1	-5	-0.1	-2
CCOC(=O)c1cc(-c2ccc(C)c([N+](=O)[O-])c2)nc2c1c(=O)n(C)c(=O)n2C	4	-1	-8	9	2.0	3	4	0.2	5
COc1cc2c(cc1OC)C(c1ccccc1F)NCC2 (stereo not given)	6	-1	-4	7	0.5	-1	2	0.0	2
CCOC(=O)c1oc2ccccc2c1NC(=O)c1ccco1	-5	-1	21	-4	-7.2	0	8	0.3	-21
O=C(Nc1ccccc1)c1ccc(NCCN2CCOCC2)c(S(=O)(=O)N2CCOCC2)c1	-3	-6	17&-3	6	0.2	-8	7	-0.1	-4
CCC(=O)N1CCc2cc(S(=O)(=O)NCCC(=O)Nc3cc(C)cc(C)c3)ccc21	7	3	4	-5	3.1	-4	-2	0.1	2
Cc1ccc(C2(C)NC(=O)N(CCOc3ccccc3)C2=O)cc1 (stereo not given)	0	1	-1	1	-0.7	-1	5	-0.1	-1
O=C(CCc1ccccc1)NC(NC(=S)Nc1ccc(Cl)cc1)C(Cl)(Cl)Cl (stereo not given)	6	6	-3	3	1.1	-8	0	0.0	8
COc1ccc(-c2cc(C(=O)N/N=C/c3ccc4c(c3)OCO4)c3ccccc3n2)c(OC)c1	0	1	-2	-4	4.3	0	-4	0.3	31
Cc1scc(C(=O)N/N=C/c2ccc(OCC(C)C)cc2)c1C	-7	2	9	-34	0.1	1	-5	0.0	4

The list goes on.
SMILES	proCasp3 act	PP1 counter	GASC-1 inh	procasp7 counter	PP5 inh	TPT1 inhibitor	Fh CTSL1 inh	Efflux pump mplx	HCV core dimer
CC1(C(=O)NCc2ccc(F)cc2)Oc2ccccc2NC1=O (stereo not given)	6	-3	-1	9	1.1	-2	7	-0.1	0
O=C(N1CCOCC1)N1CCC(c2nc(-c3ccc(S(=O)(=O)N4CCOCC4)cc3)no2)CC1	3	3	1	-4	-1.1	-1	-5	0.0	0
O=C(CCS(=O)(=O)c1ccc2c(c1)NC(=O)CS2)NCCc1ccc(Cl)cc1	4	-3	9	3	3.8	4	-22	-0.2	9
O=C(COc1ccccc1Br)NC1CCCC1	-3	0	-2	5	2.1	-2	1	0.9	-7
CCCCCCCCNC(=O)CCNC(=O)c1ccc(C(C)(C)C)cc1	10	-5	-7	1	-1.8	1	4	0.1	-4
CC(NCC(=O)Nc1ccccc1C(=O)NC1CC1)c1cccs1 (stereo not given)	12	·	-6	4	·	·	·	0.1	·
CC(C)(C)CC(=O)NCc1ccc(F)cc1	-7	-1	-14	10	0.9	3	3	-0.1	-11
COc1cc(NC(=O)COC(=O)c2[nH]c(C)c(C(C)=O)c2C)cc(OC)c1	15	·	4	6	·	·	·	0.0	·
CCOC(=O)c1cc2sccc2n1CC(=O)Nc1ccc(OC)cc1OC	3	-2	-6	0	3.1	-7	1	-0.1	5
CC1CN(C(=O)c2ccc3c(c2)OCO3)OC(c2ccccc2)O1 (stereo not given)	-9	0	-10	-6	2.6	0	0	0.0	-7
CC1=NNC(=O)C1CC(=O)N/N=C/C(C)=C/c1ccccc1 (stereo not given)	-2	-2	2	12	-1.5	0	3	0.0	4
CCOCCSc1nc2c(c(-c3cccs3)c1C#N)CC/C2=C/c1cccs1	-63	-3	3	-57	-1.8	5	6	0.1	30
CC(=O)C1C(c2ccc(Br)cc2)c2c(noc2C)CC1(C)O (stereo not given)	-5	-4	10	-2	-0.8	-1	-2	0.0	-1
O=C(CSc1ccc(-c2ccc(Br)cc2)nn1)NC1CCCC1	0	-4	1	-3	4.5	-1	-5	0.1	-9
O=C(Nc1cccc(Cl)c1)c1nc[nH]c1C(=O)NCCCNC(=O)c1[nH]cnc1C(=O)Nc1cccc(Cl)c1	5	·	-5	5	·	·	·	0.5	·
Nc1ncnc2c1ncn2CCN1CCOCC1	-4	2	0	2	6.0	-3	1	0.1	2
O=C(c1ccccc1)c1ccc(C(=O)N2CCN(c3ccc(O)cc3)CC2)cc1	-5	·	-5	-17	·	·	·	0.2	·
O=C(CSc1cn[nH]n1)Nc1cccc(C(F)(F)F)c1	-2	-3	1	-5	3.3	0	-2	0.1	-1
O=C(Nc1cc(C(F)(F)F)ccc1N1CCOCC1)c1ccccc1F	4	-2	1	11	3.1	-2	2	0.0	0
CCC(Sc1nc2cc(OC)c(OC)cc2c(=O)n1Cc1ccco1)C(=O)NCCOC (stereo not given)	12	1	11	2	-0.6	-3	-2	-0.1	-6

Nothing new here: entries from further up.
SMILES	proCasp3 act	PP1 counter	GASC-1 inh	procasp7 counter	PP5 inh	TPT1 inhibitor	Fh CTSL1 inh	Efflux pump mplx	HCV core dimer
O=C(Nc1cc(C(F)(F)F)ccc1N1CCOCC1)c1ccccc1F	4	-2	1	11	3.1	-2	2	0.0	0
CCC(Sc1nc2cc(OC)c(OC)cc2c(=O)n1Cc1ccco1)C(=O)NCCOC (stereo not given)	12	1	11	2	-0.6	-3	-2	-0.1	-6
